# Compound activity: PubChem BioAssay, National Center for Advancing Translational Sciences (NCATS)
# SMN2 splice enh – enhancers of SMN2 splice variant expression | HEK293 SMN2-luciferase splicing reporter, luminescence, 30-36 h | Potency, µM (titrated, usually from 46.1 µM), for inactives: top-dose activity change, positive = activation, actives largely listed as activators | actives 2.8% (n = 210,000) | AID 1458; note: % of control where 0% means no effect; nearly all actives have a fitted effect of over 55% in size
#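 HEK293 cells carry an SMN2 […]–luciferase reporter in which exon 7 inclusion puts luciferase in frame. Cells were plated 10-12 h before compound addition, then incubated 30-36 h at 37C. ONE-Glo luminescence was read; sodium butyrate at 4.5 mM final served as control.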
# RGS12 GoLoco inh – blocks human Gai1 binding to RGS12 GoLoco peptide, red readout. actives 0.44% (n = 230,000). P63096. AID 880. Potency, µM (titrated, usually from 61.6 µM), without a hit: at the highest dose activity, negative = inhibition, usual class: inhibitors. Gai1:RGS12 GoLoco peptide FP, rhodamine, 10 min; active = well fitted inhibition curve with a large enough effect, not every such curve was filed as active; inactive = no such curve, though single readings can be large or run the other way; note: % is set by controls: 0 for no effect and ±100 for the full control effect; nearly all actives have a fitted effect of over 30% in size; many of its hits are not listed in these tables
# Target sequence (P63096 whole entry, looked up): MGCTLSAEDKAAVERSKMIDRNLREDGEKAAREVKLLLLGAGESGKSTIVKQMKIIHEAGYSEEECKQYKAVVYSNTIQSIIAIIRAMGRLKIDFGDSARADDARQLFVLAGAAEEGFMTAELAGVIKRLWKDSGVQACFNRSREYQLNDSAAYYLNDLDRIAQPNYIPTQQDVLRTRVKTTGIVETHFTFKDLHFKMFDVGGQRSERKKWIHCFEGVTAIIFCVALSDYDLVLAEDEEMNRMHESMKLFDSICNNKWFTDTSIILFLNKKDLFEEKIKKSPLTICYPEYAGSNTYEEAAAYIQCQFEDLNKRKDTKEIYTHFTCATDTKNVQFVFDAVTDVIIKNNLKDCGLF
# ALDH1A1 inh – ALDH1A1 (human) enzyme inhibition. P00352. Purified ALDH1A1, NADH fluorescence, propionaldehyde substrate. Potency, µM (top dose mostly 75.3 µM), for inactives: at the top dose activity, negative = inhibition, actives largely listed as inhibitors. actives 7.3% (n = 220,000); active = well fitted inhibition curve with a large enough effect, not every such curve was filed as active; inconclusive = small, poorly fitted or top-dose-only effect, or another doubt; inactive = no such curve, though single readings can be large or run the other way;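 note: plate controls were no enzyme wells and a reference inhibitor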
# RECQ1 helicase – inhibitors of human RECQ1 DNA helicase; Potency, µM (top dose mostly 57.3 µM), without a hit: top-dose activity, negative = inhibition, hits mostly inhibitors; P46063; actives 0.54% (n = 240,000); RECQ1 DNA unwinding, red fluorescence kinetic read;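 note: plate controls were vehicle for no effect and no enzyme for full effect; nearly all actives have a fitted effect of over 30% in size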
#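 50 nM RECQ1T1 preincubated 15 min with compound in Tris pH 8.0 buffer with MgCl2, DTT, Tween-20 and 2.5 ug/ml poly(dI-dC); started with 200 nM TAMRA/BHQ-2 forked duplex and 2 mM ATP. Unwinding read as fluorescence (525/598 nm), two reads 2 h apart.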
# TR SRC2 fluor cs – counter-screen for TRb-SRC2 inhibitors: fluorescence interference; TRb/SRC2 Texas Red total fluorescence interference; Potency, µM (highest dose often 106 µM), inactives show at the top dose fluorescence change, negative = quenching; actives 0.29% (n = 280,000); AID 1479; active = well fitted curve in either direction with a large enough effect; inconclusive = small, poorly fitted or top-dose-only effect; note: % is set by controls: 0 for no effect and ±100 for the full control effect
#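 Human TRβ ligand-binding domain (0.6 uM) and Texas Red SRC2 peptide (20 nM) in Tris buffer with 1 uM T3 and 5% DMSO were incubated with pinned compound for 5 hr at ambient temperature. Total fluorescence was computed as S + 2P (555/632 nm).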
# TRb SRC2 PPI – disrupts binding of human TR beta to SRC2 | Potency, µM (top dose mostly 106 µM), without a hit: top-dose activity change, negative = inhibition, usual class: inhibitors | actives 0.065% (n = 280,000) | AID 1469 | P10828 | TRbeta-SRC2 peptide binding, fluorescence polarization; receptor liganded with 1 µM T3;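 note: plate controls were bound peptide for no effect and peptide without receptor for full effect; nearly all actives have a fitted effect of over 50% in size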
#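 Read-out is fluorescence polarization (555 nm excitation, 632 nm emission) of a Texas Red SRC2 coactivator peptide; loss of signal reflects blocked binding to human TRb ligand-binding domain in the presence of 1 uM T3.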
# KDM4E inh – blocks human JMJD2E demethylase activity; actives 1.6% (n = 230,000); JMJD2E catalytic domain, FDH-coupled NADH fluorescence (FDH is formaldehyde dehydrogenase); B2RXH2; AID 2147; Potency, µM (doses to about 57.1 µM), for inactives: top-dose activity change, negative = inhibition, most hits filed as inhibitors; active = well fitted inhibition curve with a large enough effect, not every such curve was filed as active; inconclusive = small, poorly fitted or top-dose-only effect, or another doubt; inactive = no such curve, though single readings can be large or run the other way;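 note: 0% = wells with enzyme and -100% = buffer wells without enzyme; nearly all actives have a fitted effect of over 50% in size; many of its hits are not listed in these tables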
# Target sequence (B2RXH2 1-337 limits assumed): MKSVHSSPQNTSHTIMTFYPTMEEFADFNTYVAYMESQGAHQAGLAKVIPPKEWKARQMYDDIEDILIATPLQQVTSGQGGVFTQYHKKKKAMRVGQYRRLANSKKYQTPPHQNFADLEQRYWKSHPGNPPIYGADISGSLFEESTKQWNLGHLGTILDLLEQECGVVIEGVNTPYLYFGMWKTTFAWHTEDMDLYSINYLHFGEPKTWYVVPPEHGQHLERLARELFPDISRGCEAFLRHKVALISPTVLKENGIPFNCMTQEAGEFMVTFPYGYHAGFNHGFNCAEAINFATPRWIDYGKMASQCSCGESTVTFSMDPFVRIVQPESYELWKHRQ
# LMNA splice mod – LMNA splicing modulation | Potency, µM (top dose mostly 46.1 µM), without a hit: at the top dose ratio change, negative = inhibition, usual class: inhibitors | HeLa LMNA splicing GFP/RFP minigene ratio, 48 h | actives 0.01% (n = 200,000); active = well fitted inhibition curve with a large enough effect in the signal ratio, with a control signal flat, not every such curve was filed as active; inconclusive = small, poorly fitted or top-dose-only effect, or effect the other way, or a change in a side signal; the % refers to the signal ratio; note: % is set by controls: 0 for no effect and ±100 for the full control effect
#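 S3 HeLa cells stably expressing lamin A-EGFP splicing minigene plus DsRed2, 600 cells/well, 48 h compound exposure at 37C. Laser-scanning cytometry; analysed as GFP (500-530 nm)/RFP (575-640 nm) total intensity ratio; 0.5% DMSO vehicle.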
# Starred values were filed as active, the others as inactive; i = inactive; ? = inconclusive; . = no result given; & = joins results of further samples; [ ] = another dose, or the depositor's remark. Unless noted, calls come from the whole dose curve; as a rule, active = well fitted curve in the direction sought with a large enough effect; inconclusive = small, poorly fitted or top-dose-only effect, or another doubt; inactive = no such curve, though single readings can be large; an effect the other way counts as inactive or inconclusive. Potency is the fitted concentration of half-maximal effect. The list is partial; the hit share may differ from the screen's.
SMILES,SMN2 splice enh,RGS12 GoLoco inh,ALDH1A1 inh,RECQ1 helicase,TR SRC2 fluor cs,TRb SRC2 PPI,KDM4E inh,LMNA splice mod
O=C(NCC1CCCCC1)C1CCN(C(=O)NC2CCCCC2)CC1,.,.,2%,i,-1%,-1%,2%,2%
CCn1ncc(C2C(C(=O)Nc3ccc(C)cn3)=C(C)NC3=C2C(=O)CCC3)c1C (configuration not stated),25%,-2%,?,-1%,0%,-3%,4%,-1%
Cc1ccc(S(=O)(=O)N(CCC#N)CCN2CCCC2)cc1,-6%,-3%,-10%,i,-3%,0%,1%,3%
O=C(O)c1cc(C(=O)C2CCCCC2)c[nH]1,20%,-7%,0%,-13%,-2%,2%,-12%,.
COc1ccc(C(=O)n2nc(C)cc2C)cc1Br,8%,0%,3%,-3%,0%,-16%,-4%,-8%
COC(=O)[C@@H]1C[C@@]2(O)[C@H](O)[C@H](O)[C@H](O)C[C@H]2N1Cc1c(F)cccc1Cl,-6%,-27%,?,2%,3%,5%,-5%,.
COc1cccc(N=c2oc3c(C)ncc(CO)c3cc2C(=O)Nc2ccccc2OC)c1,-5%,1%,9%,i,1%,1%,-2%,9%
O=C(CN1CCOCC1)Nc1c(-c2ccccc2)c2cc(Br)ccc2[nH]c1=O,-4%,7%,-15%,12%,-6%,0%,-8%,15%
O=C(CN1C(=O)S/C(=C/C=C/c2ccccc2)C1=O)Nc1ccc(C(=O)O)cc1,11%,5%,-7%,i,-2%,4%,?,.
CC1Oc2ccccc2N(CC(=O)N2CCc3ccccc32)C1=O (configuration not stated),-5%,6%,-4%,10%,-2%,2%,4%,9%
COc1ccc2cc(-c3nc4ccccc4n3C)c(=O)oc2c1,13µM*,27%,?,-3%,-1%,6%,?,-4%
COc1ccc(N(Cc2ccccc2)S(=O)(=O)c2ccc(C)cc2)cc1,-20%,8%,?,-4%,1%,0%,-2%,?
CNC(=O)C1CC(=O)N(c2ccc(F)c(Cl)c2)C1 (configuration not stated),2%,-6%,13%,-2%,-4%,-9%,-1%,7%[0.0737 µM]
COC(=O)C1=C(C)N(C(C)C)C(=O)C1(NC(=O)C1CCCCC1)C(F)(F)F (configuration not stated),8%,-3%,?,-6%,0%,4%,-6%,0%
COC(=O)/C(=N\Nc1ccc(Cl)cc1)Sc1nnc(-c2ccc(OC)cc2)n1C,-8%,-14%,-16%,-1%,0%,3%,-5%,-18%
O=C(Nn1cc(C(=O)N2CCN(c3ccccc3F)CC2)c2ccccc2c1=O)c1cnccn1,-29%,5%,-15%,9%,3%,-17%,?,?
CCCN(c1ccc(C(C)C)cc1)S(=O)(=O)c1c(C)[nH]c(=O)[nH]c1=O,-30%,6%,?,-6%,-4%,0%,0%,?
Cn1c(NC(=O)c2ccccc2F)cc(=O)n(C)c1=O,1%,0%,6%,-1%,-1%,5%,-2%,-4%
NC(=O)CSc1nc(-c2ccccc2)c(-c2ccccc2)o1,-27%,17%,-1%,-8%,0%,-11%,-1%,12%
CCCNC(=S)N1CCC(NC(=O)Nc2ccc(C)cc2)CC1,.,2%,3%,-7%,-6%,-2%,-10%,7%[46 µM]
COC(=O)[C@@]1(Cc2ccc(F)cc2)[C@H]2c3cc(C(=O)N4CCCC4)n(CCF)c3C[C@H]2CN1C(=O)c1ccccc1,-34%,1%,?,i,-1%,-4%,4%,.
S=C(Nc1ccc(Cl)cc1)N1CCCC1,?,-1%,4%,-6%,-1%[53 µM],2%[53 µM],-7%,-7%
CC(C)CCNC(=O)C(c1ccco1)N(C(=O)Cn1nnc2ccccc21)c1ccc2c(c1)OCO2 (configuration not stated),30%,-1%,-7%,1%,0%,-13%,0%,-8%
CCn1c(CNC(=O)C23CC4CC(CC(C4)C2)C3)nnc1SCC(=O)Nc1nnc(C)s1,-5%,-3%,6%,-8%,0%,-4%,1%,4%
Cc1noc(C)c1-c1nc(N(C)C)c2ccccc2n1,.,0%,?,0%,.,.,.,-3%
O=C(Nc1cc(C(F)(F)F)ccc1N1CCCC1)c1cccnc1,1%,36%[activator],-3%,-4%,2%,1%,-5%,16%
COc1nc(Cc2ccc(Cl)cc2)nc2ccccc12,-22%,7%,2%,i,-1%,0%,10%,.
Cc1cc(C)n(CCC(=O)N=Nc2c(O)[nH]c3ccc(Br)cc23)n1,.,6%,.,-8%,-1%,5%,9%,.
O=C(Cn1c2c(c(=O)n3ncnc13)CCC2)N/N=C/c1ccc(Cl)cc1,.,0%,.,-6%,-4%,0%,2%,.
CCOc1ccc(-c2nnn(CC(=O)Nc3cccc(OC)c3)n2)cc1OCC,13%,3%,0%,-1%,2%,-3%,?,-7%
CC(C)Oc1ccc(/C=N/NC(N)=S)cc1,?,16%,-4%,-13%,-1%,-17%,-2%,?
Cc1ccc(CN2CCN(/N=C/c3cccnc3)CC2)c(C)c1,-52%[inhibitor],28%,?,-4%,-2%,-3%,3%,?
Cc1ccc(NC(=O)CCC(=O)NNC(=S)Nc2ccccc2)c(C)c1,.,-2%,8.9µM*,4%,-2%,0%,6%,?
COc1ccc(/C=C(\C#N)C(=O)Nc2ccc3[nH]c(=O)[nH]c3c2)cc1,.,10%,.,0%,-2%,3%,?,.
CCn1cnc2c1c(=O)n(CC(=O)Nc1ccc3c(c1)OC(F)(F)O3)c(=O)n2Cc1ccccc1,13%,-19%,1%,-5%,5%,3%,2%,-8%
CCCOC(=O)c1ccc(Oc2cn[nH]c2-c2ccc(OC)cc2O)cc1,-47%[inhibitor],0%,-1%,-7%,0%,8%,-2%,?
CCCCCSc1nnc2c(n1)OC(C)N(C(C)=O)c1ccccc1-2 (configuration not stated),-17%,-12%,-10%,i,-1%,-17%,-5%,6%
CC(NC(=O)Nc1ccccn1)N1C(=O)C2C3C=CC(C3)C2C1=O (configuration not stated),-7%,7%,-4%,i,0%,3%,6%,-5%
COc1ccc(NS(=O)(=O)c2ccc(S(=O)(=O)N3CCOCC3)cc2)cc1,-13%,0%,1.4µM*,-26%,-2%,0%,-3%,.
COc1ccc(/C=N/NC(=O)CC(=O)NC2CCCCC2)cc1,11%,2%,-8%,-8%,0%,-8%,4%,-8%[46 µM]
Cc1cccc(-c2nc(N)nc(N)n2)c1,.,-1%,.,-10%,-5%,-5%,-4%,.
O=C(COC(=O)C1(c2ccccc2F)CCCC1)NC1CCS(=O)(=O)C1 (configuration not stated),4%,6%,3%,?,-3%,5%,1%,6%
O=C(c1ccccc1)c1cccn1CC(=O)N1CCc2ccccc2C1,.,8%,6%,i,-2%,-5%,2%,.
Cc1nnc(SCc2c(Cl)cccc2[N+](=O)[O-])s1,-5%,1%,-3%,i,-7%,-7%,-3%,?
CN(C)C=NC1=NN(c2cccc(C(F)(F)F)c2)CC1,6%,-8%,4%,-4%,2%,4%,3%,-4%
CN(C)CCCN(Cc1cc2cc3c(cc2[nH]c1=O)OCO3)C(=S)Nc1cccc(Cl)c1,-111%[inhibitor],30%,?,19%,0%,3%,3%,.
CC(Oc1ccc(Cl)cc1Cl)C(=O)NCCCN1CCOCC1 (configuration not stated),-9%,-7%,23%,8%,0%,-20%,3%,-1%
CC(=O)c1ccc(N2CCN(C(=S)Nc3ccc(Oc4ccccc4)cc3)CC2)cc1,-56%[inhibitor],0%,?,i,-2%,-1%,?,?
COc1ccc(C)cc1S(=O)(=O)Nc1cccc(C)c1,10%,-4%,8%,i,-2%,2%,7%,.
CCOC(=O)NC(Nc1ccc(OC)cc1)(C(F)(F)F)C(F)(F)F,6%,-1%,3%,4%,-1%,0%,-3%,7%
# Next section.
SMILES,SMN2 splice enh,RGS12 GoLoco inh,ALDH1A1 inh,RECQ1 helicase,TR SRC2 fluor cs,TRb SRC2 PPI,KDM4E inh,LMNA splice mod
COc1ccccc1CC(=O)O/N=C(\N)Cc1cccc2ccccc12,4%,1%,10%,-2%,1%,-1%,?,11%
COC(=O)c1cccc(C23CC4(C2)[C@H](CN(Cc2ccc(-c5ccccc5)cc2)[C@@H]4c2ccccc2)C3c2ccccc2)c1 (some centres not stated),-22%,5%&7%,-1%,0%,-1%&-1%,-3%&8%,?,.
CCC(=O)N1CCc2cc(S(=O)(=O)N3CCN(C(=O)c4ccco4)CC3)ccc21,-22%,5%,?,6%,1%,-6%,2%,-1%
COc1ccc(/C=N/NC(=O)COc2cc(C)cc(C)c2)cc1COC(C)=O,-1%,5%,-1%,1%,-1%,2%,-5%,-2%
CC(C)=C(NC(=O)c1ccccc1)C(=O)NCc1ccccc1,-21%,5%,4%,-11%,-3%,-2%,5%,8%[46 µM]
COC(=O)c1cc2n(n1)CCCNC2=O,-12%,6%,-1%,i,0%,-3%,5%,-5%[46 µM]
CC(C)S(=O)(=O)c1csc(NC(=O)Nc2cccc([N+](=O)[O-])c2)c1Cl,.,-5%,?,-4%,0%,-2%,-2%,-8%[46 µM]
CCOC(=O)Cc1cc(=O)[nH]c(/N=C(\N)Nc2ccc(C)cc2C)n1,-11%,2%,5%,i,0%,-3%,10%,8%
Cn1nc(C(F)(F)F)c2cc(C(=O)Nc3ccc(F)cc3)sc21,.,-16%,3%,-2%,-4%,-1%,-6%,-3%[46 µM]
COCCNC(=S)NN=C1CCCCCC1,26%,3%,?,i,0%,2%,-9%,.
CCOC(=O)c1sc(NC(=O)c2cc(-c3cccc(O)c3)on2)c(C(=O)OCC)c1C,4%,2%,-15%,-3%,0%,8%,?,0%
Cc1cc2c(c(=O)o1)C(C13C=CC(CC1)C3)C(C#N)=C(N)O2 (configuration not stated),-11%,14%,-10%,-9%,2%,0%,62%,-16%
